TDP2 inh: blocks human TDP2 phosphodiesterase activity | actives 0.34% (n = 370,000) | recombinant TDP2, T5PNP hydrolysis, p-nitrophenol absorbance 415 nm | AID 720702 | O95551 | inhibition, % at 12.8 µM;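 active = inhibition above the mean of all tested compounds plus 3 SD, set per campaign, cut at about 25% in these data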;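 note: 0% = DMSO with enzyme and 100% = buffer with substrate but no TDP2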
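test system = human TDP2 enzyme | input = TDP2 enzyme at 120 nM final | medium = 50 mM Tris-HCl pH 7.5 with Mg2+, KCl, DTT, BSA | also added = T5PNP substrate, 5 mM | times = 2 h at 37 °C | technique = epi absorbance | benchmarks = high control without enzyme, low control DMSO plus TDP2 | replication = each compound tested once, singlicate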
ADAM17 inh: inhibitors of human ADAM17; P78536; recombinant ADAM17, EDANS/DABCYL FRET peptide cleavage; inhibition, % at 6.95 µM; actives 0.83% (n = 370,000);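 active = inhibition above the mean of compounds lying between control limits plus 3 SD, set per campaign, cut at about 8.5% in these data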;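 note: 0% = DMSO-only wells as the low control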
proKLK7 act: activates the human kallikrein-7 zymogen | P49862 | purified proKLK7, EDANS-DABCYL substrate fluorescence; 100% is mature enzyme control, 0% vehicle | activation, % at 7 µM | actives 0.9% (n = 370,000) | AID 652039;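 active = activation above the mean of all tested compounds plus 3 SD, computed per campaign excluding outliers beyond control limits, cut at about 13% in these data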
Target sequence (P49862 whole entry, looked up): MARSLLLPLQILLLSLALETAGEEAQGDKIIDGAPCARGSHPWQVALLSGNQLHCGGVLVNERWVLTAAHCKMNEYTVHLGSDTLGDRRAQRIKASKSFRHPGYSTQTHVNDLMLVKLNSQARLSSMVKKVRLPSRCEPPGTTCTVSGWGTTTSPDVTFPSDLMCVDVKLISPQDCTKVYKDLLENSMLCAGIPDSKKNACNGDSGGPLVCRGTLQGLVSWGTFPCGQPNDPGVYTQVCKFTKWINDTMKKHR
PLC-gamma1 inh: blocks human PLC-gamma1 enzyme activity; P19174; purified PLC-gamma1, fluorogenic substrate, fluorescence; inhibition, % at 12.2 µM; actives 0.84% (n = 370,000); AID 720700; in the data active = inhibition above about 9.5%
ADAM10 inh: ADAM10 inhibition, QFRET primary screen; recombinant ADAM10, EDANS/DABCYL FRET peptide cleavage, 3 h; O14672; actives 0.62% (n = 370,000); inhibition, % at 7 µM;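 active = inhibition above a per-campaign cutoff equal to the mean of compounds falling between control-based bounds plus 3 SD, cut at about 20% in these data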;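 note: 0% = DMSO wells while the 100% control is not disclosed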
DDE Tn6 FP inh: DD(E)-Tn6 binding inhibition, primary FP screen; P02675; Fibrin DD(E) TRITC-Tn6 fluorescence polarization displacement; inhibition, % at 8.3 µM; actives 0.21% (n = 370,000); AID 720509;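 active = inhibition above a per-campaign cutoff: mean of compounds within control limits plus 3 SD, cut at about 15% in these data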;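 note: 0% = median of all compound wells on the plate and 100% = blocking peptide control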
Target sequence (P02675 whole entry, looked up): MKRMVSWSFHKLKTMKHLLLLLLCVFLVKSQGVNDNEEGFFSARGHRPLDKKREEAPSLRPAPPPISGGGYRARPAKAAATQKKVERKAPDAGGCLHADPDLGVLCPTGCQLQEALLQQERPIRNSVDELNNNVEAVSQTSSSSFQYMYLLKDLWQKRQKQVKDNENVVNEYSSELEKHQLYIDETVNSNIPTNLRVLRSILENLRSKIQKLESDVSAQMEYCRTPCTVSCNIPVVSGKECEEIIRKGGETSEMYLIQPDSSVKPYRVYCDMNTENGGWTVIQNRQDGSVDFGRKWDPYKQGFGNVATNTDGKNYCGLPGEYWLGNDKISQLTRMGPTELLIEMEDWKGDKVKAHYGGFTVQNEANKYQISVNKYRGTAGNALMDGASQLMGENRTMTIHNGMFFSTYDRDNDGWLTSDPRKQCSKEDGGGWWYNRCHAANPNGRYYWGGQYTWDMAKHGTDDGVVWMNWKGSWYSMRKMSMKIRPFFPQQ
ARFGAP1 inh: inhibitors of rat ARFGAP1. Q62848. Arfgap1-stimulated ARF1 GTP hydrolysis, GDP FP detection. inhibition, % at 16.5 µM. actives 0.26% (n = 360,000). AID 651572;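 active = inhibition above a per-plate limit, mean inhibition of low control wells plus 3 SD, cut at about 25% in these data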;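 note: 0% = DMSO wells with enzyme and 100% = wells lacking Arfgap1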
Target sequence (Q62848 1-136 limits assumed): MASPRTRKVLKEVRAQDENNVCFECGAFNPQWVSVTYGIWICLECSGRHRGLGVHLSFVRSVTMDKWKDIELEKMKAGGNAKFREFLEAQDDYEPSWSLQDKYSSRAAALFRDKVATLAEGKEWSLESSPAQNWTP
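system = rat Arfgap1 catalytic domain, aa 1-136 | technique = FP, GDP Alexa 633 tracer displaced from anti-GDP antibody, 620/688 nm | compound = one concentration, 16.5 µM, DMSO 1.26% | medium = HEPES-based buffer, pH 7.5 | timing = compound-enzyme preincubation 20 min, reaction 120 min, detection 60 min, 25 °C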
ASAP1 inh: ASAP1 ArfGAP inhibition. ASAP1-stimulated ARF1 GTP hydrolysis, GDP FP detection. Q9ULH1. inhibition, % at 16.5 µM. actives 0.19% (n = 360,000). AID 624377; in the data active = inhibition above about 25%;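 note: 0% = vehicle with enzyme and substrate and 100% = no enzyme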
LEDGF integ inh: blocks HIV-1 LEDGF/p75-dependent DNA integration; TR-FRET IN-LEDGF/p75 DNA integration, Eu/Cy5; inhibition, % at 3.7 µM; actives 0.64% (n = 370,000); AID 743269;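 active = inhibition above the screen-wide mean plus 3 SD, cut at about 13% in these data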;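 note: signal is the Cy5 over europium emission ratio at 671 and 618 nm; 0% = plate median of compound wells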
DDE Tn7 FP inh: inhibitors of Tn7 peptide binding to human fibrin DD(E); actives 0.13% (n = 370,000); FP displacement of FITC-Tn7 peptide from fibrin DD(E); 0% = median of compound wells per plate; P02675; inhibition, % at 8.3 µM;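 active = inhibition above the mean of compounds falling within the control limits plus 3 SD of them, cut at about 14% in these data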;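 note: 0% = plate median of compound wells and 100% = 10 µM Aha-Tn7 peptide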
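system = human fibrin DD(E) protein | quantity = DD(E) 2 µM final | medium = Tris/NaCl/CaCl2 buffer, pH 7.8 | also added = labelled Tn7 tracer, 0.1 µM | compound dosing = single point at 8.3 µM | timing = compound with protein 10 min, then 3 h after probe, room temperature | signal = FP measurement | benchmarks = Aha-Tn7 high control | repeats = one replicate per compound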
Starred values were filed as active, the others as inactive; . = not tested or not shown.

Value order: TDP2 inh | ADAM17 inh | proKLK7 act | PLC-gamma1 inh | ADAM10 inh | DDE Tn6 FP inh | ARFGAP1 inh | ASAP1 inh | LEDGF integ inh | DDE Tn7 FP inh
- CCN(CC)S(=O)(=O)c1ccc(NC(=O)CSc2nnc(-c3ccc(F)cc3)o2)cc1
→ 0 | 0 | -0.8 | -4 | 3 | -1 | 17 | 4 | -1 | 9
- COc1ccc(CNC(=O)CN2C(=O)CSc3ccc(S(=O)(=O)N4CCOCC4)cc32)cc1
→ -6 | 0 | 0.6 | 1 | 10 | -1 | -4 | 8 | -1 | 2
- COc1ccc(-n2c(C)c([N+](=O)[O-])c3ccc(O)c(CN4CCCCC4)c32)cc1
→ -14 | 5 | -0.6 | 4 | 5 | 1 | 15 | 1 | -1 | -2
- CN(CC(=O)Nc1ccccc1Cl)C(=O)COc1cccc2c1OC(C)(C)C2
→ -19 | -8 | -0.1 | 12* | 0 | -6 | 17 | 11 | 0 | 1
- COc1ccc(NC(=O)CN2CCC(C)CC2)cc1
→ -11 | 4 | 0.4 | 12* | 2 | -4 | 3 | -12 | 7 | 9
- O=C(c1cc2ncc(Br)cn2n1)N1CCOCC1
→ -5 | -4 | -0.5 | -6 | 1 | -1 | 6 | 2 | 0 | -4
- COc1ccccc1CNC(=O)COC(=O)C1CCN(c2ccc(C(F)(F)F)cn2)CC1
→ -30 | -6 | 0.0 | 0 | -5 | 2 | -6 | -12 | 0 | 1
- COc1ccc(NC(=O)CSc2ncnc3c2cnn3Cc2ccccc2)cc1OC
→ 13 | -5 | -0.1 | 6 | -5 | 0 | 7 | 10 | -1 | -1
- CC(C)(C)NC(=O)/C(=C\c1ccccc1F)NC(=O)c1ccc([N+](=O)[O-])cc1
→ -10 | 3 | -0.2 | 5 | 6 | 4 | -1 | 0 | 6 | 5
- CCn1c(SCC(=O)NC2CCCC2)nnc1-c1c[nH]c2ccccc12
→ 4 | -2 | -0.5 | -1 | -7 | 6 | -11 | 1 | 1 | -4
- COC(=O)CNC(c1ccccc1)c1cc(Br)ccc1N (configuration not stated)
→ -16 | 0 | 0.7 | 5 | 13 | 10 | 11 | -4 | 0 | -6
- CN(C)Cc1c(C(=O)N/N=C/c2ccco2)nnn1-c1nonc1N
→ -12 | 2 | 0.6 | 2 | 7 | -4 | -3 | 2 | 1 | 5
- N#CC(C(N)=O)=C1CCCCC1
→ -6 | -5 | 0.1 | -1 | 1 | -4 | 10 | -1 | -5 | 6
- CS(=O)(=O)n1c2ccccc2c(=O)n1-c1ccccc1CCl
→ 0 | -6 | 0.4 | -2 | -8 | 5 | -4 | -1 | -3 | 2
- Cc1ccc(/C=C2\SC(=S)N(CCC(=O)NNS(=O)(=O)c3ccc(C)cc3)C2=O)cc1
→ 10 | -4 | -0.1 | -2 | -5 | -3 | -6 | 4 | -1 | 4
- Cn1c(=O)n(C)c2cc(S(=O)(=O)NCCOCCO)ccc21
→ 3 | -3 | -0.5 | -2 | -7 | 7 | -3 | 4 | 1 | 2
- CCN(Cc1ccccc1)C(=O)c1cc(-c2ccc(OC)c(OC)c2)nc2ccccc12
→ -4 | -37 | -3.1 | -362 | -123 | 3 | -3 | 2 | 0 | 2
- Cc1ccc(S(=O)(=O)N2CCN(c3nn(C)c(=O)n(C)c3=O)CC2)cc1C
→ -1 | -1 | -0.5 | 3 | -14 | 8 | 2 | -5 | 3 | -5
- Cc1c(N2C(=O)/C(=C/c3ccccc3)SC2=S)c(=O)n(-c2ccccc2)n1C
→ -6 | 5 | -0.5 | 9 | 14 | -3 | -7 | 4 | -1 | -2
- Cc1ccc(-c2nnc(CSc3nnc(COc4ccccc4)n3-c3ccc(C)cc3)o2)cc1
→ 4 | 0 | 0.7 | 4 | 16 | -3 | 6 | 5 | 3 | -7
- Cc1ccc(C)c(NC(=O)c2ccc3ccccc3n2)c1
→ 5 | -5 | 0.0 | 2 | -2 | 1 | 11 | -4 | -1 | -3
- CN(C)CCN(Cc1ccccc1)c1ccccn1
→ -6 | -5 | 0.0 | -2 | -2 | 4 | -6 | -2 | -1 | 1
- COCCSc1nnc(NC(=O)C2CCCO2)s1 (configuration not stated)
→ 4 | -1 | -0.2 | 2 | -2 | 5 | -14 | -3 | 2 | -5
- O=c1c2cc(Cl)ccc2nc(-c2ccc([N+](=O)[O-])cc2)n1O
→ 3 | 2 | -0.8 | -4 | 8 | 5 | 1 | -1 | 1 | -4
- O=C(Nc1ccc(F)cc1)N1CCCN(c2ccc(C(F)(F)F)cn2)CC1
→ -11 | -4 | 0.1 | -1 | -8 | -5 | -8 | -5 | 0 | -1
- Cn1c(=O)n(/N=C/c2ccccc2)c2ccccc21
→ 7 | -4 | 0.1 | -1 | -1 | -3 | 2 | -2 | 2 | 10
- O=C(CN1CCN(c2ccccc2)CC1)Nc1nccs1
→ -3 | 2 | 0.3 | 2 | 4 | -5 | 1 | -5 | -3 | 4
- Cc1ccc(-n2ncc(C(=O)NCc3ccc4c(c3)OCO4)c2NC(=O)c2ccco2)cc1C
→ 8 | -3 | 0.2 | -2 | 4 | -11 | -3 | -14 | -3 | 5
- Cc1ccc(CSc2nc3c(cc2C#N)CCC3)cc1
→ -9 | 8 | -0.6 | 1 | 0 | 5 | -5 | -13 | 1 | -7
- O=C1C[C@H](c2ccc3ccccc3c2)N=C2N1/C(=C\c1ccccc1)[C@@H](c1ccccc1C(F)(F)F)N2Cc1ccc2c(c1)OCO2
→ 9 | 3 | . | 2 | 2 | 8 | . | . | 1 | 1
- CCCn1c(NC(=O)C2CCN(S(=O)(=O)c3cccs3)CC2)nc2ccccc21
→ -7 | 2 | 0.5 | 4 | 16 | 7 | -3 | 1 | 7 | 1
- COC(=O)CSc1nnc(-c2ccc(S(=O)(=O)NCc3ccccc3Cl)cc2)o1
→ -9 | -1 | -0.4 | 7 | 11 | -5 | -4 | -4 | 5 | -5
- CC(C)[C@H](NC(=O)c1ccccc1F)C(=O)Nc1ccc2c(c1)OCO2
→ 4 | -3 | -0.5 | 2 | -8 | 4 | -10 | -5 | 3 | -2
- Cc1c(C(=O)N(C)Cc2ccccc2)oc2ccc(S(=O)(=O)N3CCCC3)cc12
→ 2 | -2 | -0.3 | -1 | 11 | -3 | -1 | -11 | 2 | 2
- COc1ccccc1C(=O)NC(=O)Nc1nc(-c2ccccc2)cc(C(F)(F)F)n1
→ 12 | 0 | 0.1 | 1 | -1 | -3 | 6 | -7 | 0 | -10
- Cc1ccc(C2=Nc3c(ccc4ccccc34)C(c3ccncc3)=NN2)cc1
→ -2 | 1 | -1.0 | -2 | 9 | 11 | 5 | 10 | -4 | 7
- COCCn1c(-c2cccc([N+](=O)[O-])c2)nc2c1c(=O)[nH]c(=O)n2Cc1ccccc1
→ -2 | -1 | 0.7 | 0 | -5 | 1 | 0 | 9 | -1 | 2
- CCSc1nnc(NC(=O)CSc2nc3c(c(=O)n2CC)SC(C)C3)s1 (configuration not stated)
→ 0 | -2 | 0.1 | 0 | 2 | -5 | 0 | -2 | -3 | 4
- CCOc1ccc(C(=O)Nc2cccc3cccnc23)cc1
→ -2 | 1 | -0.2 | 0 | 5 | 3 | 5 | 6 | -1 | -1
- CCc1ccc(NC(=O)c2ccc(S(=O)(=O)NCc3cccnc3)cc2)cc1
→ 15 | 2 | -0.2 | 0 | 2 | 9 | -9 | 6 | -3 | -1
- COc1ccccc1CN1CC(C(=O)N(C)Cc2nc(C)cs2)CCC1=O (configuration not stated)
→ 1 | -2 | -0.1 | 2 | -8 | 2 | 8 | -8 | 3 | 0
- CCOC(=O)C(=O)N/N=C/c1ccc(F)cc1
→ 8 | -3 | 0.3 | 0 | 5 | 4 | 6 | -17 | -2 | 5
- C[C@@H]1CCN(C2CC2)S(=O)(=O)c2ccc(N3CC[C@H](N(C)C)C3)cc2O1
→ 5 | -3 | 0.1 | 0 | -12 | -2 | . | . | 1 | -3
- COc1ccc(Br)cc1S(=O)(=O)Nc1ncccc1C
→ 10 | -9 | 0.5 | -5 | -17 | -8 | 9 | 1 | -1 | 2
- CC(=O)Nc1ccc(OCC(O)Cn2c(C(C)C)nc3ccccc32)cc1 (configuration not stated)
→ 3 | -2 | -0.2 | 3 | -5 | 6 | -4 | -3 | 0 | 2
- COc1ccc(NC(=O)c2ccccc2SC)cc1OC
→ -11 | 1 | 0.7 | 0 | 5 | 3 | 3 | -4 | -5 | 1
- COc1cccc(C(=O)NCC2CCCN(C(=O)c3ccc(C=O)cc3)C2)c1OC (configuration not stated)
→ 7 | -1 | -0.1 | -5 | -4 | 0 | -4 | 5 | 0 | -3
- O=C(Nc1ccc(O)c(-c2nc3ccccc3s2)c1)c1cc(=O)c2ccccc2o1
→ -1 | -1 | 0.4 | -2 | -7 | 1 | 2 | -15 | 1 | -5
- CCc1nc2ccc(C(=O)Nc3cccc(NS(C)(=O)=O)c3)cn2c1N(CC)Cc1cccc(Br)c1
→ -14 | 15* | 0.3 | -14 | 36* | -7 | 1 | -19 | 6 | -2
- CCN(CC)c1ccc(S(=O)(=O)N2CCOCC2)cc1NC(=O)COC(=O)/C=C/c1ccccc1
→ -4 | 8.8* | -0.3 | 7 | 11 | -2 | -5 | 3 | 4 | -10
- CCOCCCNC(=O)c1cc2c(s1)-c1ccccc1SC2
→ -5 | 2 | -0.6 | -13 | -8 | -2 | -2 | -7 | 13 | -5
- COc1nc(-c2ccccc2)ccc1-c1noc(-c2cccs2)n1
→ -5 | -7 | -0.6 | -9 | -36 | -2 | 11 | 14 | -1 | -3
- O=C(Nc1nncs1)c1cccc(S(=O)(=O)N2CCCC2)c1
→ -1 | -4 | -0.5 | 7 | -5 | -6 | 12 | 0 | 0 | -8
- CCOC(=O)[C@H]1CCC[C@@H](NS(=O)(=O)c2ccc(NC(C)=O)cc2)C1
→ -9 | -1 | 0.1 | -6 | -11 | -1 | 6 | 17 | 0 | 0

Source: PubChem
